# HT1080 IDH1KD tx: kills HT-1080 cells with IDH1 knockdown | HT-1080 IDH1 knockdown viability, ATP luminescence, 48 h | Potency, µM (top dose mostly 46.1 µM), for inactives: top-dose activity, negative = toxicity, hits mostly cytotoxic | hit rate 2% among 360,000;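 also: potency is read from the fitted curve at half-maximal effect; 0% = DMSO wells and -100% = cell-free medium wells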
#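 After a 2 h attachment period, IDH1KD HT-1080 cells took pin-transferred compound for 48 h at 37 °C; ATP-based luminescence after 10 min room-temperature reagent incubation reported viability.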
# HT1080NT lethal: kills 2HG-producing HT-1080-NT fibrosarcoma cells. Potency, µM (top dose mostly 46.1 µM), for the others: at the highest dose activity, negative = less viability, usual class: cytotoxic. AID 686970. hit rate 1.6% among 360,000. HT-1080-NT fibrosarcoma viability, CellTiter-Glo ATP luminescence, 48 h;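 also: NT is the 2HG producing partner of a matched IDH1 knockdown line; potency is read from the fitted curve at half-maximal effect; 0% = DMSO-treated cells and -100% = media-only wells without cells; nearly all actives have a fitted effect of over 55% in size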
#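 A 48-hour cytotoxicity screen used HT-1080-NT cells plated 2 hours before compound delivery. ATP-based CellTiter-Glo luminescence measured viability, normalized to DMSO and no-cell controls.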
# D3 ag: D3 dopamine receptor (human) agonism; D3R DiscoveRx beta-arrestin cells, luminescence, 90 min; max activation, %; P35462; hit rate 0.58% among 410,000; in the data active = max activation above about 30%; also: 0% is about no effect; mostly tested at two doses, the higher about 12 µM
# Target sequence (P35462 whole entry, looked up): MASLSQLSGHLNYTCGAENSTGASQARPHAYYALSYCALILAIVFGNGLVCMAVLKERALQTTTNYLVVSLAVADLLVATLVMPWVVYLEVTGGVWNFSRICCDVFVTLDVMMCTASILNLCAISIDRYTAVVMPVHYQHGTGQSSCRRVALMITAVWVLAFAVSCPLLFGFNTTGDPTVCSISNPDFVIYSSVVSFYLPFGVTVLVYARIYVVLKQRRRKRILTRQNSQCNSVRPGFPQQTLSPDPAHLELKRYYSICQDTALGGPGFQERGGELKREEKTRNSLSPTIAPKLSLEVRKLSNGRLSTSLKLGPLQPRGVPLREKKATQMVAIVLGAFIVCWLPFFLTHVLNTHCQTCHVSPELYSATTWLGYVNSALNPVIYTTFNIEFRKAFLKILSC
#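 Agonist-mode cell screen: cells plated at 1500/well and incubated overnight at 37 °C, then exposed to library compounds for 90 min at 37 °C. Detection reagent was added for 30–60 min at room temperature, and luminescence was read.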
# GLP1R cytotox: cytotoxicity counter-screen for GLP-1 receptor inverse agonists; HEK293 cAMP-luciferase reporter cells, luminescence, 24 h; Potency, µM (series often up to 38.3 µM), inactives show at the top dose activity change, negative = inhibition, most hits filed as inhibitors; hit rate 0.13% among 410,000; AID 624418;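 also: loss of luciferase light is scored as toxicity; potency is read from the fitted curve at half-maximal effect; % is scaled to controls: 0 for no effect and ±100 for the full control effect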
#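 Seeding density was 200 cells/uL; after overnight-length (12 h) culture, 23 nL compounds went on for 24 h at 37 °C. Readout used a luciferase detection reagent, luminescence taken after 12 min at room temperature.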
# KB-V1 cytotox: kills drug-selected multidrug resistant KB-V1 cells; Potency, µM (titrated, usually from 46.1 µM), inactives show at the top dose activity change, negative = cytotoxicity, hits mostly cytotoxic; KB-V1 MDR cells viability, CellTiter-Glo, 72 h; hit rate 3.4% among 400,000; also: potency is read from the fitted curve at half-maximal effect; % is scaled to controls: 0 for no effect and ±100 for the full control effect; nearly all actives have a fitted effect of over 60% in size
#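 Cells of the MDR subline KB-V1 are plated, dosed with compound at multiple concentrations, and incubated 72 h at 37 degrees C; CellTiter-Glo is then added and luminescence read after 10 min.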
# IL1B secr inh: inhibitors of inflammasome signaling (IL-1 beta secretion) | THP-1 LPS/ATP IL-1B secretion, AlphaLISA, 16 h; stronger effect = lower value | activity change, % at 57.5 µM | hit rate 4.7% among 360,000 | AID 743279; in the data active = activity change below about -50%; inconclusive = mostly about -30% to -49%; also: % is scaled to controls: 0 for no effect and ±100 for the full control effect
#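 Secreted IL-1B measured by AlphaLISA bead assay after 16 h compound exposure of THP-1 cells; compounds (final up to 57.5 uM) added 1 h before LPS (250 ng/mL) and ATP (1.25 mM) stimulation; lower signal means less secretion.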
# MCF10A rereplic: DNA re-replication induction in MCF 10a cells; MCF 10A DNA re-replication, Hoechst nuclear intensity, 48 h; hit rate 2.9% among 350,000; Potency, µM (highest dose often 46.1 µM), inactives show at the top dose activity, positive = re-replication, usual class: activators; also: potency is read from the fitted curve at half-maximal effect; % of control where 0% means no effect; nearly all actives have a fitted effect of over 50% in size
# KB-3-1 cytotox: kills parental KB-3-1 adenocarcinoma cells; Potency, µM (series often up to 46.1 µM), for inactives: at the top dose activity change, negative = cytotoxic, hits mostly cytotoxic; hit rate 1.4% among 400,000; KB-3-1 viability, CellTiter-Glo ATP luminescence, 72 h; also: potency is read from the fitted curve at half-maximal effect; % is scaled to controls: 0 for no effect and ±100 for the full control effect; nearly all actives have a fitted effect of over 60% in size
#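 Cells are dispensed, compounds pinned in, plates held at 37 °C for 72 h, then CellTiter-Glo is added and luminescence read after 10 minutes. Cell line: parental KB-3-1 in phenol-red-free DMEM, 10% FBS.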
# SW480 rereplic: inducers of DNA re-replication in SW480 colon cancer cells. Potency, µM (doses to about 46.1 µM), for inactives: at the top dose re-replication activation, most hits filed as activators. hit rate 1.8% among 340,000. SW480 DNA re-replication, Hoechst DNA content imaging, 48 h; also: potency is read from the fitted curve at half-maximal effect; % of control where 0% means no effect; nearly all actives have a fitted effect of over 55% in size
#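 Image-based read-out: total Hoechst fluorescence of nuclei (405 nm excitation, 500-530 nm emission), with hits raising the fraction of high-intensity nuclei. SW480 colon cells incubated 48 hr with compounds at 37 C.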
# Active calls of the source: *; u = inconclusive; x = no result given; [ ] = remark or other dose. Unless noted, calls follow the shape of the dose curve; as a rule, active = well fitted curve in the direction sought with a large enough effect; inconclusive = small, poorly fitted or top-dose-only effect, or another doubt; inactive = no such curve, though single readings can be large; an effect the other way counts as inactive or inconclusive.
SMILES | HT1080 IDH1KD tx | HT1080NT lethal | D3 ag | GLP1R cytotox | KB-V1 cytotox | IL1B secr inh | MCF10A rereplic | KB-3-1 cytotox | SW480 rereplic
O=C(Nn1c(Cc2cccs2)nc2ccccc2c1=O)c1ccc(F)c(F)c1 | 20% | 15% | 1 | 2% | -8% | -20 | -1% | -2% | -2%
COC(=O)Cc1ccc(NC(=O)c2ccc(C(C)(C)C)cc2)cc1 | -28% | -18% | 1 | u | u | -50* | 9% | u | 24%
Cc1cc(C)nc(SCC(=O)N/N=C\c2sccc2C)n1 | -8% | -1%[9.24 µM] | -19 | -18% | -5% | 0 | -5% | 1% | 4%
Cc1ccc(C(=O)NN(C)c2nc3ccccc3nc2C(F)(F)F)cc1 | u | u | -7 | u | u | 58 | 4.6µM* | 5.8µM* | 13µM*
COc1nccnc1NS(=O)(=O)c1ccc(NC(=S)NC(=O)c2cccc(F)c2)cc1 | -6% | -4% | -3 | 7% | u | 35 | -1% | 1% | -3%
CN=C1SC(CC(=O)Nc2ccc(N3CCOCC3)cc2)C(=O)N1C (stereo not drawn) | -3% | 17% | -13 | 3% | 1% | 12 | 4% | 19% | -6%
CCOc1ccc(C(=O)Nc2c(C(=O)c3ccc(OC)cc3)oc3ccccc23)cc1 | x | x | -1 | -10% | -1% | x | x | -11% | x
CC(C)(C)C1CCc2nc(NC(=O)COc3ccc(F)cc3)sc2C1 (stereo not drawn) | x | x | -12 | -9% | 6% | x | x | 1% | x
CCCc1ccc(-c2cc(C(=O)NN3CCOCC3)c3ccccc3n2)cc1 | u | -8% | 6 | -11% | 5.2µM* | -56* | 26% | 11% | 12%
Cc1cccc(CNc2ncnc3ccc(-c4ccc5c(c4)OCCO5)cc23)c1 | x | x | x | x | 3% | x | u | 8.2µM* | 21%
CN(C)S(=O)(=O)c1cccc(NC(=O)Cc2ccc(-c3ccccc3)cc2)c1 | -14% | -15% | -1 | -4% | u | -6 | u | u | -5%
CC(=O)COC(=O)CCc1nc2ccccc2[nH]c1=O | 20% | 14% | 1 | -10% | 1% | -10 | 2% | 1% | -4%
NC(=O)C1(N2CCCCC2)CCN(C(=S)Nc2ccc(S(N)(=O)=O)cc2)CC1 | 0% | -1% | 2 | 1% | u | 39 | 12% | 4% | 0%
COc1ccccc1CNS(=O)(=O)c1ccc(-c2cc(C)no2)cc1 | 2.1µM* | 4.1µM* | -2 | 5% | u | 51 | u | 1.3µM* | -4%
COc1ccc(C2C(C#N)=C(N)Oc3n[nH]c(C)c32)cc1Cn1nc(C)c([N+](=O)[O-])c1C (stereo not drawn) | -8% | 0% | -1 | 15% | -25% | -17 | 1% | -3% | -1%
Cc1cccc(C(=O)Nc2ccc(N3CCN(c4ccc(F)cc4)CC3)c(C(=O)O)c2)c1 | x | x | 0 | 1% | -4% | x | x | 6% | x
O=C(NCc1cccnc1)c1cnc2sccn2c1=O | 10% | 16% | 1 | 0% | 1% | 13 | -1% | 3% | -10%
O/N=C/c1ccnc(SCc2ccccc2)n1 | -4% | -14% | -3 | 6% | 0% | -2 | 1% | -1% | -6%
COC(=O)c1ccc(COc2cc([N+](=O)[O-])cc3cccnc23)o1 | -14% | -13% | 3 | -4% | 12% | 0 | 4% | 7% | -35%[inhibitor]
CCOc1ccc(CCN2C(=S)N([C@@H](CC(C)C)CN3CCCC3CN3C(=S)NC[C@@H]3Cc3ccccc3)C[C@@H]2CC(C)C)cc1 (stereo partly drawn) | u | u | -13 | 4% | u | 78 | x | u | x
COC(=O)CN1C(=O)COc2ccc(S(=O)(=O)NCc3ccc(F)cc3)cc21 | -3% | -13% | -16 | -2% | 0% | -11 | -2% | 3% | u
CCOc1ccccc1NC(=O)N1CCCC1C(=O)Nc1ccc(NC(C)=O)cc1 (stereo not drawn) | 13% | 4% | 0 | -6% | 0% | -4 | -1% | 8% | -1%
COc1ccc(CC(=O)O/N=C(\N)Cc2ccc(OC)cc2)cc1 | 1% | 2% | 1 | 16% | -14% | -3 | -2% | 1% | -3%
CCn1cc(C(=O)N[C@H](C(=O)NCCCN2CCOCC2)C(C)C)c(=O)c2cc3c(cc21)OCO3 | 10% | 12% | 3 | -4% | -1% | 4 | 0% | -3% | -1%
COc1ccccc1-n1c(O)c(C=NCc2ccccn2)c2ccccc2c1=O | 4% | 1% | -1 | 3% | -9% | -15 | -4% | 0% | -6%
Cc1cccc(NC(=O)c2cnn(-c3ccc(F)cc3)c2C2CCNCC2)c1C | -11% | -20% | 3 | -1%[7.66 µM] | -4% | -22 | -3% | 2% | -4%
CCN(CC)CCNCc1ccc(Br)cc1OCC(=O)NCc1ccccc1 | -1% | -12% | -13 | 3% | -14% | -11 | u | -1% | u
CCc1ccc(/C=C2/Sc3ccccc3N(CC(=O)NCC3CCCO3)C2=O)cc1 (stereo not drawn) | u | -16% | 6 | -19% | 3% | -6 | u | -2% | u
CC1Oc2ccccc2OC1C(=O)Nc1nccs1 (stereo not drawn) | -1% | 8% | 13 | 0% | 25% | 44 | 4% | -2% | 8%
Cc1cc(C(=O)OC(C)C(=O)Nc2nc(-c3ccccc3)cs2)c(C)o1 (stereo not drawn) | -2% | u | 1 | 1% | -2% | 10 | 17% | -10% | 3%

# (further entries)
SMILES | HT1080 IDH1KD tx | HT1080NT lethal | D3 ag | GLP1R cytotox | KB-V1 cytotox | IL1B secr inh | MCF10A rereplic | KB-3-1 cytotox | SW480 rereplic
COc1cccc(OC)c1OCCCCCCN1CCN(C)CC1 | 5% | 14% | 1 | 2% | 0% | 5 | 12% | 1% | 0%
O=C(O)CC(CC(=O)Nc1ccc(N2CCOCC2)cc1)c1ccccc1 (stereo not drawn) | 18% | u | -3 | 8% | 3% | 7 | 1% | 1% | -54%[inhibitor]
O=C(NCC(=O)N1CCCCCCC1)c1ccc(Cl)cc1 | -3% | 1% | 0 | -11% | 6% | -13 | -9% | 3% | -21%
O=C(NC(=S)Nc1ccc(S(=O)(=O)N2CCCC2)cc1)C1CCC1 | 12% | 3% | 1 | -5% | -15% | 14 | -4% | 13% | -3%
Cc1ccc(S(=O)(=O)N2CCCCC2)cc1NC(=O)CN1C(=O)CN(C)C1=O | 3% | -3% | 0 | 6% | -5% | 14 | -8% | 9% | -5%
COc1cccc(CN2CCNC(=O)C2CC(=O)N(C)C2CCCCC2)c1OC (stereo not drawn) | 7% | 2% | 0 | -4% | -10% | 4 | 8% | -2% | -5%
CCN(CC)C(=O)C(=O)c1cn(CCOc2ccccc2)c2ccccc12 | -2% | 0% | 2 | -9% | -14% | 27 | 0% | -7% | -6%
CCOC(=O)N1CCc2[nH]c3ccc(C)cc3c2C1 | -23% | u | -14 | -2%[0.307 µM] | u | u | u | u | u
COCCOc1cc(NCc2ccccc2)c2ncn(C(C)C)c2c1 | -7% | -10% | -15 | -15% | u | 11 | -3% | 0% | u
O=C(CCCC(=O)NN=Cc1ccccc1Cl)NN=Cc1ccccc1Cl | 5% | 3% | -12 | u | 1% | 0 | -2% | 7% | -7%
Cc1nc2c(C)cccn2c1C(=O)N/N=C/c1ccccc1[N+](=O)[O-] | u | 16% | -7 | 2% | 3% | 9 | 0% | 28% | 9%
Cc1cc2oc(=O)cc(CN3CCC(C)CC3)c2c(C)c1Cl | 13% | 14% | 0 | -4% | u | 1 | u | 2% | -2%
CCCn1c(C)cc(-c2csc(N)n2)c1C | -8% | -10% | -1 | -18% | -5% | -10 | 0% | u | -2%
Cc1oc(/N=C/c2ccccc2O)c(C#N)c1C | -2% | 12% | -5 | 2% | 2% | 0 | -4% | -7% | 5%
CC1=CC(C)C(=O)N(C)C(C)=C1 (stereo not drawn) | 1% | 10% | 1 | 2% | 1% | 12 | x | 1% | x
COC(=O)c1ccc(OCC(=O)c2ccccc2)cc1 | -3% | -4% | -13 | 9% | -6% | -12 | 0% | -3% | -7%
O=C(C1CCN(c2ccc(N3CCOCC3)nn2)CC1)N1CCc2ccccc2C1 | -9% | -2%[9.24 µM] | 3 | 12% | -16% | -3 | 2% | 7% | 1%
CCCn1cnc2c(c1=O)c1nc3ccccc3nc1n2CCc1ccccc1 | 15% | 15% | 19 | 4% | -6% | -19 | 8% | 1% | 5%
NNC(=O)C1CCCn2c1nc1sc3c(c1c2=O)CCCC3 (stereo not drawn) | -8% | -18% | 3 | 3% | 4% | 0 | -3% | 1% | 15%
CC(C)CC(=O)N1CCN(Cc2ccccc2Br)CC1 | 7% | 3% | -6 | -1% | -3% | 0 | 5% | -4% | u
CN1CCN(C(=O)Cn2ncc3c([nH]c4ccccc43)c2=O)CC1 | 2% | -4% | 3 | 5% | u | 3 | 0% | 1% | -4%
COc1ccc(CNC(=O)C2CC(=O)N(c3ccc(OCC(=O)N4C(C)CCCC4C)cc3)C2)cc1 (stereo not drawn) | 0% | 0% | -3 | -17% | 6% | -4 | 5% | -20% | -4%
O=C(Cc1ccccc1)NS(=O)(=O)c1ccccc1 | 4% | u | -9 | -2% | 1% | 32 | x | 0% | x
CCCCSc1nc2ccccc2n1CC(=O)O | 4% | 4% | -11 | 0% | -6% | 35 | 0% | -6% | -1%
Cc1cc(C(=O)Nc2ccccc2C(=O)O)ccc1NC(=O)COc1ccccc1Cl | 13% | 3% | 15 | -1% | -4% | 18 | 13% | -1% | -2%
COC(=O)C1=C(C)NC(=O)NC1c1ccc(-c2ccc(Cl)cc2)o1 (stereo not drawn) | -25% | -3% | 1 | -18% | -12% | 0 | 21% | -4% | 1%
Cc1ccc(S(=O)(=O)N2CCCC2C(=O)NCc2ccccc2F)cc1 (stereo not drawn) | 7% | 5% | 3 | -22% | 8% | 11 | -3% | 6% | -1%
